# RECQ1 helicase: qHTS Assay for Inhibitors of RecQ-Like Dna Helicase 1 (RECQ1); Potency, µM (titrated, usually from 57.3 µM), inactives show at the top dose activity, negative = inhibition, hits mostly inhibitors; 240,000 tested, 0.54% active; ATP-dependent DNA helicase Q1 (Homo sapiens), P46063; RECQ1 DNA unwinding, red fluorescence kinetic read;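 further: plate controls were vehicle for no effect and no enzyme for full effect; nearly all actives have a fitted effect of over 30% in size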
#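 RECQ1T1 50 nM; forked duplex (20 bp + 30-nt ss tails) 200 nM, ATP 2 mM final; pH 8.0, 2 mM MgCl2, 2.5 ug/ml poly(dI-dC); 15 min compound preincubation; discontinuous kinetic read over 2 h at RT.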
# Tau fluor counter: Counterscreen qHTS for Inhibitors of Tau Fibril Formation, Fluorescence Polarization; tau K18 P301L Alexa594 fluorescence, heparin fibrillization; Potency, µM (series often up to 57.7 µM), for the others: at the highest dose activity change, negative = decrease; 280,000 tested, 0.93% active; AID 1463, 2008; further: on the % scale 0 is the no-effect control and ±100 the full control effect; nearly all actives have a fitted effect of over 55% in size
#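 Human K18 P301L tau (15 uM unlabeled plus 0.24 uM Alexa 594-labeled, final) in 100 mM sodium acetate pH 7 was mixed with compound and 20 uM heparin and incubated 6 hr at 37 C.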
# Tau fibril ThT: qHTS for Inhibitors of Tau Fibril Formation, Thioflavin T Binding; Microtubule-associated protein tau (Homo sapiens), P10636; 270,000 tested, 2.1% active; Potency, µM (doses to about 57.4 µM), for the others: at the top dose activity, negative = inhibition, usual class: inhibitors; recombinant tau K18 P301L (four-repeat tau fragment), heparin-induced fibrillization, ThT fluorescence; further: on the % scale 0 is the no-effect control and ±100 the full control effect; nearly all actives have a fitted effect of over 55% in size
# Target sequence (P10636 561-689 P618L limits assumed): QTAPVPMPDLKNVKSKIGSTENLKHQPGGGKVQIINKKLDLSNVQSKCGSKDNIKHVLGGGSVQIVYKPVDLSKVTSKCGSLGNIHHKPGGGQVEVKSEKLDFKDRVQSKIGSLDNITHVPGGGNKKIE
#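 Recombinant human tau K18 fragment […] carrying P301L, 15 uM unlabeled plus 0.24 uM Alexa 594-labeled, was fibrillized with 20 uM heparin in 100 mM sodium acetate pH 7 for 6 hr at 37 C; 30 uM ThT fluorescence read after 1 hr.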
# TRb-SRC2 inh: qHTS for Inhibitors of the Interaction of Thyroid Hormone Receptor and Steroid Receptor Coregulator 2 | Thyroid hormone receptor beta (Homo sapiens), P10828 | TRbeta-SRC2 peptide binding, fluorescence polarization; receptor liganded with 1 µM T3 | Potency, µM (top dose mostly 106 µM), inactives show at the top dose activity change, negative = inhibition, most hits filed as inhibitors | 280,000 tested, 0.065% active | AID 1469, 2008;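 further: plate controls were bound peptide for no effect and peptide without receptor for full effect; nearly all actives have a fitted effect of over 50% in size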
#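 Polarization signal, normalized between peptide-alone and full complex controls, measured compound effects on T3-liganded human TRb LBD (0.6 uM) binding 20 nM Texas Red SRC2 peptide after 5 hr.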
# L3MBTL1 inh: qHTS Assay for the Inhibitors of L3MBTL1; Lethal(3)malignant brain tumor-like protein 1 (Homo sapiens), Q9Y468; AlphaScreen L3MBTL1–H3K9me1 peptide binding; Potency, µM (series often up to 57.1 µM), without a hit: top-dose activity, negative = inhibition, actives largely listed as inhibitors; 230,000 tested, 0.66% active; AID 485360, 2010; further: on the % scale 0 is the no-effect control and ±100 the full control effect; nearly all actives have a fitted effect of over 60% in size
# Target sequence (Q9Y468 whole entry, looked up): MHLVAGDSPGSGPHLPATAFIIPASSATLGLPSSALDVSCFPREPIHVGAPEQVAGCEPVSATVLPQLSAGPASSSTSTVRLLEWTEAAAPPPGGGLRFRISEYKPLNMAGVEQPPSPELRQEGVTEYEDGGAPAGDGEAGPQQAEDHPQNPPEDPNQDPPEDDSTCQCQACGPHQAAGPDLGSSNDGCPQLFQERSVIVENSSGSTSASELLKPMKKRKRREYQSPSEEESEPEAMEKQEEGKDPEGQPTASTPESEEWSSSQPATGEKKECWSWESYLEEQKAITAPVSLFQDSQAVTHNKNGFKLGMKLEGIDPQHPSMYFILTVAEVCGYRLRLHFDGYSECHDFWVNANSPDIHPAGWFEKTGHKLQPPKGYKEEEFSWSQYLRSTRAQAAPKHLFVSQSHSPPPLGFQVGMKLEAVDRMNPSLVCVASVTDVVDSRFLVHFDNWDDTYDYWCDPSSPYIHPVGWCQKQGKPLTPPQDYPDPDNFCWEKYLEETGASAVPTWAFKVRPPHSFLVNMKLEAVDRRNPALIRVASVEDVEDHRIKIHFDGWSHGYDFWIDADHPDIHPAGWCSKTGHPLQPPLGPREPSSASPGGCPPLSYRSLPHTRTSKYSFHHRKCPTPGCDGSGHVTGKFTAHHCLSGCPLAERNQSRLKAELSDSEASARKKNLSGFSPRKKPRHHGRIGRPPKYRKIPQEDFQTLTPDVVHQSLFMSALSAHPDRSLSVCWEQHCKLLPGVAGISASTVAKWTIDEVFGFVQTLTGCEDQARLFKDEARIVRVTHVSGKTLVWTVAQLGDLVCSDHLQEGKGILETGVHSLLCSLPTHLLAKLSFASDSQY
#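 L3MBTL1 (50 nM) pre-complexed 30 min with biotinylated H3(1-15)K9me1 peptide (75 nM), then compounds added for 30 min at room temperature; AlphaScreen streptavidin donor/nickel chelate acceptor beads (10 ug/mL final) read after 30 min dark incubation.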
# HTT ATP protect: qHTS Multiplex Assay to Identify Dual Action Probes in a Cell Model of Huntington: Cytoprotection (ATP); 230,000 tested, 0.14% active; Potency, µM (series often up to 56.4 µM), for the others: cytoprotection (ATP increase), actives largely listed as activators; PC12 HTT-Q103 induced, cytoprotection, ATP luminescence, 40 h;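 further: % of control where 0% means no effect; nearly all actives have a fitted effect of over 45% in size; toxic huntingtin expression switched on by the ecdysone agonist tebufenozide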
#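 Quantitative HTS on tebufenozide-induced (100 nM) PC12 cells expressing HTTQ103 exon 1–GFP; compounds tested as a concentration series; survival measured via cellular ATP.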
# Tau FP inhib: qHTS for Inhibitors of Tau Fibril Formation, Fluorescence Polarization. Microtubule-associated protein tau (Homo sapiens), P10636. Potency, µM (series often up to 57.7 µM), inactives show at the top dose activity, negative = inhibition, hits mostly inhibitors. K18 P301L tau heparin fibrillization, Alexa594 FP, 6 h. 280,000 tested, 0.39% active; further: on the % scale 0 is the no-effect control and ±100 the full control effect; nearly all actives have a fitted effect of over 55% in size
#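 FP of Alexa 594-tau after heparin (20 uM) induction. Substrate: human K18 P301L, 15 uM unlabeled, 0.24 uM labeled. Buffer 100 mM sodium acetate pH 7. 6 hr, 37 C.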
# TexasRed fluor: Total Fluorescence Counterscreen for Inhibitors of the Interaction of Thyroid Hormone Receptor and Steroid Receptor Coregulator 2; TRb/SRC2 Texas Red total fluorescence interference; Potency, µM (top dose mostly 106 µM), without a hit: at the highest dose fluorescence change, negative = quenching; 280,000 tested, 0.29% active; active means well fitted curve in either direction with a large enough effect; inconclusive means small, poorly fitted or top-dose-only effect; further: on the % scale 0 is the no-effect control and ±100 the full control effect
#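 Human TRb ligand-binding domain at 0.6 uM with 20 nM Texas Red SRC2 peptide in Tris buffer containing 1 uM T3 and 5% DMSO, incubated with compound 5 h at ambient temperature. Total fluorescence (555/632 nm) calculated as parallel + 2 × perpendicular.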
# The depositor's hits bear a star; i = inactive; ? = inconclusive; · = no result given; [ ] = remark or other dose. Unless noted, the call rests on the fitted dose curve; in most records, active means well fitted curve in the direction sought with a large enough effect; inconclusive means small, poorly fitted or top-dose-only effect, or another doubt; inactive means no such curve, though single readings can be large; an effect the other way counts as inactive or inconclusive. Potency means the concentration at half of the fitted maximal effect. An excerpt (hit frequency here may not be typical).
SMILES,RECQ1 helicase,Tau fluor counter,Tau fibril ThT,TRb-SRC2 inh,L3MBTL1 inh,HTT ATP protect,Tau FP inhib,TexasRed fluor
O=C(CN1C=NS(=O)(=O)c2ccc(C(F)(F)F)cc21)Nc1cccc(C(F)(F)F)c1,·,-11%,26%,1%,·,·,-5%,-4%
CCOc1cc(S(=O)(=O)NC2CCCCC2)ccc1F,i,-18%,-7%,-1%,·,-3%,?,4%
Cc1cccc(-n2nc3c(c2NC(=O)c2ccc(S(=O)(=O)N4CCOCC4)cc2)CSC3)c1C,-14%,-4%,-9%,5%,-3%,-2%[0.074 µM],-11%,1%
CN(C)CCCN(C(=O)c1ccc(Br)s1)c1nc2ccc(F)cc2s1,·,-21%,10%,-4%,·,·,?,4%
c1ccc2c(c1)oc1c(NCCN3CCOCC3)ncnc12,-5%,6%,-2%,-3%,6%,-17%[0.074 µM],1%,0%
CCOC(=O)c1c(N)n(-c2cc(C)cc(C)c2)c2nc3ccccc3nc12,·,-3%,2%,-3%,·,·,-5%,-9%
COC(=O)c1ccccc1NC(=O)c1nc(S(=O)(=O)Cc2ccccc2F)ncc1Cl,·,-10%,?,3%,·,·,?,-1%
CCOC(=O)CSc1nnc(Cn2c(=O)sc3ccccc32)n1-c1ccccc1C,1%,10%,2%,3%,-3%,4%[10 µM],7%,-2%
O=C(Nc1cccc(C(=O)N2CCCC2)c1)c1ccccc1Cl,i,-4%,8%,-16%,·,-10%,-4%,1%
O=C(c1ccccc1)N(C1=NCCCCS1)c1ccccc1,1%,8%,12%,18%,-12%,5%[10 µM],16%,-1%
COc1ccc(CC(=O)NC2CC(=O)N(c3ccc(C)c(C)c3)C2)cc1OC (configuration not stated),·,4%,1%,2%,·,·,0%,0%
COc1ccc(/C=C/C(=O)Nc2nc(C)c(C(=O)N(C)C)s2)cc1,-5%,3%,-8%,-5%,1%,14%[0.074 µM],-2%,0%

# Part of the list above, set out differently:
Compound: CCOC(=O)CSc1nnc(Cn2c(=O)sc3ccccc32)n1-c1ccccc1C
  RECQ1 helicase: 1% | Tau fluor counter: 10% | Tau fibril ThT: 2% | TRb-SRC2 inh: 3% | L3MBTL1 inh: -3% | HTT ATP protect: 4%[10 µM] | Tau FP inhib: 7% | TexasRed fluor: -2%

Compound: O=C(Nc1cccc(C(=O)N2CCCC2)c1)c1ccccc1Cl
  RECQ1 helicase: i | Tau fluor counter: -4% | Tau fibril ThT: 8% | TRb-SRC2 inh: -16% | L3MBTL1 inh: · | HTT ATP protect: -10% | Tau FP inhib: -4% | TexasRed fluor: 1%

Compound: O=C(c1ccccc1)N(C1=NCCCCS1)c1ccccc1
  RECQ1 helicase: 1% | Tau fluor counter: 8% | Tau fibril ThT: 12% | TRb-SRC2 inh: 18% | L3MBTL1 inh: -12% | HTT ATP protect: 5%[10 µM] | Tau FP inhib: 16% | TexasRed fluor: -1%

Compound: COc1ccc(CC(=O)NC2CC(=O)N(c3ccc(C)c(C)c3)C2)cc1OC (configuration not stated)
  RECQ1 helicase: · | Tau fluor counter: 4% | Tau fibril ThT: 1% | TRb-SRC2 inh: 2% | L3MBTL1 inh: · | HTT ATP protect: · | Tau FP inhib: 0% | TexasRed fluor: 0%

# Next section
SMILES,RECQ1 helicase,Tau fluor counter,Tau fibril ThT,TRb-SRC2 inh,L3MBTL1 inh,HTT ATP protect,Tau FP inhib,TexasRed fluor
CC1CCc2c(C(=O)Nc3ccc(N4CCOCC4)cc3)csc2C1 (configuration not stated),-2%,?,?,-5%,·,-27%,0%,-7%
CCOc1cc2[nH]c(=S)n(CCC(=O)NCc3ccco3)c(=O)c2cc1OCC,-4%,7%,2%,-7%,·,-14%,-4%,-3%
CC(C)(C)NC(=O)/C(=C\c1cccnc1)NC(=O)c1ccco1,-7%,-5%,-1%,5%,9%,22%[10 µM],-2%,0%
Cc1cccnc1NC(=O)Nc1cccc(C(F)(F)F)c1,-10%,0%,-6%,5%,2%,-16%[0.074 µM],1%,2%
Oc1ccc(/C=N/NC2=NCCCCC2)c(O)c1,-6%,-10%,-11%,-4%,·,-23%,-9%,-2%
O=C(NNC(=O)c1ccc(SCC2CCCO2)c([N+](=O)[O-])c1)c1ccc(Cl)c([N+](=O)[O-])c1 (configuration not stated),-7%,?,?,8%,·,24%,-8%,-12%
CSc1ccccc1C(=O)C1CCCN(C(=O)CCc2cccnc2)C1 (configuration not stated),-14%,12%[2.34 µM],-1%,5%,3%,15%[10 µM],-7%,-5%
O=C(N/N=C/c1cccnc1)c1ccccc1NS(=O)(=O)c1cccs1,i,-5%,-2%,-11%,-2%,-27%,-12%,-1%
CC(C)C(=O)Nc1cccnc1,21%,-12%,-12%,2%,·,9%[10 µM],-13%,-3%
Cn1c(=O)c(=O)n(C)c2cc(S(=O)(=O)Nc3ccc(Cl)c(C(F)(F)F)c3)ccc21,·,-26%,-15%,-3%,·,·,?,-1%
CCN(C(=O)COC(=O)c1c(-c2ccccc2)noc1C)C1CCS(=O)(=O)C1 (configuration not stated),-12%,3%,13%,3%,·,20%,14%,1%
COc1ccc(-c2cn3nc(N4CCCC(C(=O)Nc5cc(C)ccc5C)C4)sc3n2)cc1 (configuration not stated),·,-22%,?,5%,·,·,9%,-23%
Cc1cc(C[n+]2ccccc2)c2nsnc2c1,-2%,-7%,-8%,4%,·,-8%,-3%,-1%
O=C(NC1CCC(O)CC1)c1ccc(S(=O)(=O)NCc2ccco2)cc1 (configuration not stated),i,-4%,-6%,-19%,·,-14%,0%,1%
CC(=O)NC1=NN(C(C)=O)C(c2ccccc2)S1 (configuration not stated),i,-10%,-11%,4%,-3%,13%[10 µM],-3%,-1%
CCc1ccc(CNC(=O)CCc2nnc(CCc3ccc(OC)cc3)o2)nc1,23%,-3%,-2%,-1%[53 µM],-8%,14%[10 µM],9%,-3%[53 µM]
CCCC(=O)Nc1nnc2n1CCS2,·,-6%,-2%,3%,·,·,-6%,0%
CC(NC(=O)CCn1c(=S)[nH]c2ccsc2c1=O)c1ccccc1 (configuration not stated),0%,-18%,-11%,-2%,·,-2%,-6%,-3%
COC(=O)C1(C(F)(F)F)N=C(N(C)C)OC(N(C)C)=N1,-11%,-7%,-13%,-2%,3%,-1%,-3%,0%
CN(C(=O)CCCN1C(=O)c2cccc3cccc(c23)C1=O)c1ccccc1,-3%,-3%,-8%,-1%,1%,-9%[10 µM],5%,-13%
O=C(CSCc1c(Cl)cccc1Cl)NCc1ccccn1,-6%,-10%,-9%,6%,3%,0%[10 µM],-15%,-3%
Clc1ccc2c(N/N=C/c3ccc(Br)cc3)ccnc2c1,i,2%,?,-2%,37%[activator],34%[10 µM],-11%,-1%
COc1cc(S(=O)(=O)N2CCCCC2)ccc1NC(=O)Cc1ccccc1,-29%,-16%,-5%,-2%,·,-2%,1%,-1%
O=C(NCc1ccc(F)cc1)c1cnc(-c2ccccn2)nc1C(F)(F)F,-13%,-11%,-8%,-5%,·,-69%[inhibitor],-4%,-4%
CC(C)Oc1ccc(CNS(=O)(=O)c2ccc3c(c2)C(C)(C)C(=O)N3C)cc1,·,-11%,-1%,4%,·,·,-12%,-1%
N=c1sccn1CC(=O)Nc1ccc2c(c1)CCC2,i,-10%,-4%,1%,2%,-7%[10 µM],0%,-6%
CCc1cccc(CC)c1NC(=S)N1CCn2cccc2C1c1cccnc1 (configuration not stated),-5%,3%,2%,-5%,-14%,1%[10 µM],4%,-5%
NC(=O)COC(=O)c1cc(Cl)cc(Cl)c1N,i,10%,6%,-1%,1%[11.4 µM],10%[10 µM],-4%,0%
CCn1c(SCC(=O)N2CCc3ccccc3C2)nc2c1c(=O)n(C)c(=O)n2C,i,-6%,-3%,-6%,3%,-10%,-8%,-2%
O=C(CN1CCN(c2ccccc2)CC1)Nc1ccc(-n2cnnn2)cc1,-11%,17%,6%,0%,-2%[11.4 µM],1%[10 µM],5%,0%
COc1ccc(C(=O)N2CCN(c3ccccc3OC)CC2)cc1,-5%,-8%,-6%,3%,·,?,-4%,-1%
Cc1nc2ccccc2c2c1C(=O)N(C)C2=O,18%,-18%,-18%,-2%,1%,26%[10 µM],?,-1%
CCOc1ccc(Cl)cc1C1CC(=O)Nc2cc(OC)c(OC)c(OC)c21 (configuration not stated),·,-16%,-15%,-5%,·,·,?,-2%
CC(=O)OCC(=O)c1ccc2ccn(C(C)=O)c2c1,-7%,-3%,-4%,0%,8%,16%[10 µM],1%,-5%
Cc1ccc(N2C(=O)N(CC(=O)NCc3ccc(Cl)cc3)C(=O)C2C)cc1 (configuration not stated),-3%,-5%,0%,-8%,2%,-19%,-1%,-2%
CN(CCC1CCCCO1)C(=O)CCc1nnc(C2CCCCC2)o1 (configuration not stated),i,9%,11%,10%,8%,38%[10 µM],2%,-1%
Cc1c(Nc2c3c(c(C#N)c4nc5ccccc5n24)CCC3)c(=O)n(-c2ccccc2)n1C,i,-9%,?,0%,-2%,-15%,-2%,2%
Cc1ccc(C(=O)C(C)OC(=O)c2ccccc2[N+](=O)[O-])cc1 (configuration not stated),-6%,-26%,-6%,-8%,-6%,·,6%,-1%
Cc1ccccc1CN1C(=O)c2ccccc2Sc2ccc(C(=O)N3CCCC3)cc21,·,4%,-5%,-3%,·,·,0%,-11%
COc1ccc(OC)c(-c2nc(Nc3ccccc3C)sc2CC(=O)O)c1,·,-5%,-1%,-3%,·,·,3%,3%
O=C(CSc1nccn1-c1ccccc1)NO,0%,3%,3%,1%,16%,11%,-2%,0%

# Source: PubChem
